High-throughput results: PubChem, National Center for Advancing Translational Sciences (NCATS)
USP1 inh – blocks the human USP1/UAF1 deubiquitinase complex; recombinant USP1/UAF1, Ub-Rhodamine cleavage fluorescence; Potency, µM (doses to about 57.1 µM), for the others: at the highest dose activity change, negative = inhibition, usual class: inhibitors; 390,000 compounds, 0.23% hits; AID 743255; also: potency is read from the fitted curve at half-maximal effect; % is scaled to controls: 0 for no effect and ±100 for the full control effect; nearly all actives have a fitted effect of over 60% in size; inactives centre near -12
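Step one: compound is pinned into 1nM USP1/UAF1 in HEPES pH 7.8 buffer with TCEP. Step two: 15 min room-temperature incubation. Step three: Ub-Rho (150nM final) starts cleavage, tracked by fluorescence over six one-minute reads.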
RGS4 inh – human RGS4 inhibition | Transcreener GDP fluorescence polarization, RGS4-accelerated GTP hydrolysis | Potency, µM (series often up to 114 µM), for the others: at the highest dose activity change, negative = inhibition, most hits filed as inhibitors | 390,000 compounds, 0.039% hits | AID 504845; also: potency is read from the fitted curve at half-maximal effect; % is scaled to controls: 0 for no effect and ±100 for the full control effect; nearly all actives have a fitted effect of over 75% in size; some results filed as inactive show a strong effect at the top dose
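MLSMR compounds (23 nl, pin-transferred) preincubated 10 min at room temperature with a 500nM (2x) first reagent, then RGS4 at 900nM (2x) plus Transcreener GDP mix added; fluorescence polarization (620/688 nm) read before and after 90 min at 30 °C.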
Vif-A3G inh – blocks the Vif interaction with human APOBEC3G | Potency, µM (titrated, usually from 46.1 µM), for inactives: at the top dose activity, negative = active, usual class: inhibitors | HeLa A3G-eYFP + Vif (tagged APOBEC3G with the HIV-1 protein that degrades it), YFP fluorescence, overnight | 410,000 compounds, 0.076% hits | Q9HC16;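 also: potency is read from the fitted curve at half-maximal effect; % is scaled to controls: 0 for no effect and ±100 for the full control effect; nearly all actives have a fitted effect of over 60% in size; hits raise eYFP signal because A3G escapes Vif-driven loss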
Target sequence (Q9HC16 whole entry, looked up): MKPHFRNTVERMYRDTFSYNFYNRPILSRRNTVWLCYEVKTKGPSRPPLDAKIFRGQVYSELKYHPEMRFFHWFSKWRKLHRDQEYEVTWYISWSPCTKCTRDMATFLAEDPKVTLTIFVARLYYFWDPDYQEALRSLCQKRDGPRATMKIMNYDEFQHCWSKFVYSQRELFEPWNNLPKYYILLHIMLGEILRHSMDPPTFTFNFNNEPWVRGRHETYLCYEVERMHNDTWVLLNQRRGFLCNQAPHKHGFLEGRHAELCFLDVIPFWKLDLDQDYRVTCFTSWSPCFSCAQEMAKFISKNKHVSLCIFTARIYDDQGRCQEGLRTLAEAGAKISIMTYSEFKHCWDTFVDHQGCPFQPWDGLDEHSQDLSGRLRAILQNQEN
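HeLa cells stably expressing Vif and C-terminally eYFP-tagged A3G, seeded overnight at 37 deg C, then exposed to compound by pintool overnight at 37 deg C. Rise in yellow fluorescence (Ex 488/Em 500-530, Acumen) marks blocked Vif-driven A3G degradation.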
LDHA block – LDHA (human) enzyme inhibition | P00338 | purified LDHA, NADH/diaphorase-resazurin fluorescence; stronger effect = lower value | activity change, % (values are at about 110 or 230 µM) | 480,000 compounds, 0.15% hits | AID 1347041; in the data active = activity change below about -30%; inconclusive = mostly about -25% to -30%;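 also: plate controls were DMSO wells for no effect and wells without enzyme for full effect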
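Resorufin fluorescence (ex540/em590), read at 0 and 20 min after diaphorase/resazurin addition, reports the NADH left after a 5 min room-temperature reaction of 2 nM human LDH5 with 0.06 mM NADH and 0.2 mM pyruvate.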
GRP78 ERSR act – ER stress response induction in glioma | U87-MG GRP78 promoter luciferase reporter, 16 h | Potency, µM, for the others: top-dose activation, most hits filed as activators | 420,000 compounds, 0.02% hits | AID 602332; also: potency is read from the fitted curve at half-maximal effect; series mostly up to about 76 µM; % of control where 0% means no effect; nearly all actives have a fitted effect of over 35% in size
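Stably transfected U87-MG glioma cells carrying a GRP78-based luciferase sensor; 16 h compound incubation. Luminescence end-point read 10 min after Bright-Glo addition at room temperature.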
IDH1 R132H inh – human IDH1 R132H inhibition | O75874 | IDH1-R132H enzyme, NADPH consumption, diaphorase/resazurin fluorescence | Potency, µM (titrated, usually from 76.6 µM), without a hit: top-dose activity change, negative = inhibition, hits mostly inhibitors | 390,000 compounds, 0.093% hits | AID 602179; also: potency is read from the fitted curve at half-maximal effect; % is scaled to controls: 0 for no effect and ±100 for the full control effect; nearly all actives have a fitted effect of over 65% in size
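IDH1-R132H (0.5 ug/mL dispensed) in pH 7.5 Tris buffer was preincubated 30 min with compound, then given a substrate mix of 0.016 mM NADPH and 2 mM alpha-KG for 80 min at room temperature; remaining NADPH was read by diaphorase/resazurin fluorescence.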
TrxR1 substrate – substrates of rat thioredoxin reductase 1 | Potency, µM (top dose mostly 114 µM), for inactives: at the highest dose activity change, negative = substrate turnover | 390,000 compounds, 0.01% hits | purified TrxR1 substrate turnover, NADPH consumption readout | O89049 | AID 588456; also: potency is read from the fitted curve at half-maximal effect; % is scaled to controls: 0 for no effect and ±100 for the full control effect; nearly all actives have a fitted effect of over 50% in size
Target sequence (O89049 whole entry, looked up): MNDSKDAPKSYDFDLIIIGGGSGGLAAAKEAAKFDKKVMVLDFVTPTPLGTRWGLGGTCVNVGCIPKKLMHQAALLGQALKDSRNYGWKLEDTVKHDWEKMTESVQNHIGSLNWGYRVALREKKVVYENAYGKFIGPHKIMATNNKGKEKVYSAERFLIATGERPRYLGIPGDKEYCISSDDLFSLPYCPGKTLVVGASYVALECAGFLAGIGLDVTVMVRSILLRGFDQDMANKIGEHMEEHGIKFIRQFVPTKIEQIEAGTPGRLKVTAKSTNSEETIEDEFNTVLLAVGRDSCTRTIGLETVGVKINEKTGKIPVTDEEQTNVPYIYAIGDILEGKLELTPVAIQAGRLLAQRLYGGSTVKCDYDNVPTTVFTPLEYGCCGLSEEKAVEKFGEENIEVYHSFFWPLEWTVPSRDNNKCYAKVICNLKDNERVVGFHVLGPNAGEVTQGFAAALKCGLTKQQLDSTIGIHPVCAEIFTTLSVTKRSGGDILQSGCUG
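Rat TrxR1, dispensed at 90 nM, was prereduced with 400 uM NADPH (final) for 5 min at ~22 deg C, then incubated with compound 15 min before 400 uM selenite. A first-read NADPH fluorescence drop versus no-compound background flagged substrates.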
Vif-A3F inh – inhibitors of Vif-A3F interaction; HeLa A3F-eYFP + Vif (tagged APOBEC3F with the HIV-1 protein that degrades it), YFP fluorescence increase; Potency, µM (titrated, usually from 46.1 µM), for inactives: at the top dose activity, negative = active; 390,000 compounds, 0.2% hits; AID 602313; also: potency is read from the fitted curve at half-maximal effect; % of control where 0% means no effect; nearly all actives have a fitted effect of over 65% in size
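HeLa cells stably expressing A3F-eYFP plus Vif, plated and incubated overnight at 37 deg C, then exposed to compounds overnight at 37 deg C. Blocked degradation read as raised yellow fluorescence (Ex 488/Em 500-530).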
TrxR1 inh – inhibitors of rat thioredoxin reductase 1; O89049; recombinant rTrxR1, NADPH fluorescence consumption, selenite substrate; Potency, µM (titrated, usually from 114 µM), for inactives: at the highest dose activity change, negative = inhibition, actives largely listed as inhibitors; 390,000 compounds, 1% hits; AID 588453; also: potency is read from the fitted curve at half-maximal effect; % is scaled to controls: 0 for no effect and ±100 for the full control effect; nearly all actives have a fitted effect of over 65% in size
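Rat TrxR1 (90 nM in the dispensed reagent) was pre-reduced with 400 uM NADPH for 5 min at room temperature, then incubated with compound for 15 min. After 400 uM selenite was added, NADPH fluorescence (Ex 340/Em 450 nm) was followed for 8 min.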
Active calls of the source: *; ? = inconclusive; . = not tested or not shown; & = joins results of further samples; [ ] = another dose, or the depositor's remark. Unless noted, calls follow the shape of the dose curve; as a rule, active = well fitted curve in the direction sought with a large enough effect; inconclusive = small, poorly fitted or top-dose-only effect, or another doubt; inactive = no such curve, though single readings can be large; an effect the other way counts as inactive or inconclusive. Only part of the results is shown; count on the stated rates, not on these rows.

SMILES | USP1 inh | RGS4 inh | Vif-A3G inh | LDHA block | GRP78 ERSR act | IDH1 R132H inh | TrxR1 substrate | Vif-A3F inh | TrxR1 inh
COc1ccc2c(c1)OC[C@H]1[C@H]2N2C(=O)CN(CCc3c[nH]c4ccccc34)C(=O)[C@@]2(C)[C@H]1c1ccccc1 | -27% | -14% | -4% | 1 | -3% | 12% | -5%[57.1 µM] | 2% | 25%[57.1 µM]
CCOc1ccc(OCCCCn2cnc3ccccc3c2=O)cc1 | -17% | 12% | 4% | -8 | -6% | -25% | -6% | 14% | -1%
O=C(CN(CCc1ccccc1)C(=O)CNS(=O)(=O)c1ccc(F)cc1)NCC1CCCO1 (stereo not drawn) | -7% | -7% | 1% | -5 | -2% | -5% | 8%[57.1 µM] | 3% | 15%[57.1 µM]
COc1ccccc1N(C)S(=O)(=O)c1ccc(C(=O)NCCCN2CCCC2=O)cc1 | -8% | . | 1% | -4 | -3% | -4% | . | -9% | .
COc1cc(OC)cc(-c2nnc(SCC(=O)N3CCCc4ccccc43)o2)c1 | -28% | -41% | -6% | 0 | -3% | 2% | 0% | 2% | 6%[57.1 µM]
Cc1ccccc1C(=O)N(Cc1nc(-c2ccc(Cl)cc2)no1)C(C)C | -13% | 8% | 4% | 0 | -1% | -10% | -3% | -2% | 16%
COc1ccc2nc(N(CCN(C)C)C(=O)c3ccc(C(=O)c4ccccc4)cc3)sc2c1 | -8% | 17% | 4% | -1 | -3% | -10% | -4% | 1% | 1%
CN(C[C@H](CC1CCCCC1)N(C[C@H](Cc1ccccc1)N(CCc1ccccc1)N=O)N=O)N=O | -17% | -17% | -3% | -2 | -5% | 7% | 0% | 1% | 22%
CCCCN1C(=O)C(O)(CC(=O)c2c(C)coc2C)c2ccccc21 (stereo not drawn) | -9% | -4% | 0% | -8 | -3% | -4% | -7% | 2% | 20%
O=C(COC(=O)Cc1ccc(Cl)cc1)NCc1ccc(Cl)cc1 | 2% | . | -3% | 6&-2 | -5% | 6% | . | 1% | .
CC1=C(C)CC(C(=O)NC(C)CCc2ccccc2)C(C(=O)O)C1 (stereo not drawn) | 1% | 1% | -8% | -2 | -1% | 2% | 5% | -10% | 13%
Cc1ccccc1OCC(=O)NNC(=O)Cc1ccc(S(=O)(=O)N2CCOCC2)s1 | -5% | -19% | 0% | -3 | -3% | 6% | 4% | 10% | 11%
O=C(Nc1ccccc1)c1cc2ccccc2c(=O)s1 | -23% | -15% | 1% | -7 | 5% | 2% | 0% | -4% | 10%
CC1CCCCC1NC(=O)CN(C)S(=O)(=O)c1ccc2c(c1)CCC(=O)N2 (stereo not drawn) | -30% | -8% | -10% | -10 | -5% | 12% | 6% | -12% | 27%
CCCc1cc(=O)[nH]c(SCC(=O)Nc2c(C)cccc2C)n1 | -6% | 14% | 2% | 3 | -2% | 8% | 20% | -1% | 43%[activator]
COc1ccc(Cn2ccc3nc(C)c(C(=O)Nc4ccc(OC)cc4)cc3c2=O)cc1 | -15% | -26% | -9% | 3 | -7% | 0% | 0%[57.1 µM] | 5% | 6%[57.1 µM]
O=C(NCc1ccccc1)N1CCC(CO)(Cc2cccc(F)c2)CC1 | -19% | 18% | 2% | 0 | -5% | 3% | 6% | 3% | 31%
COc1ccc(N(CC(=O)N/N=C(\C)c2ccc(OC)c(OC)c2)S(=O)(=O)c2ccccc2)cc1 | -22% | 2% | -21% | -2 | -1% | -13% | -1% | -14% | -18%
O=C(CNC(=O)c1ccco1)Nc1ccc2c(c1)OCCO2 | -1% | 7% | -9% | 2 | -10% | -5% | -9%[57.1 µM] | -10% | -23%[57.1 µM]
Cc1cccc(C)c1C(=O)N[C@@H](Cc1ccccc1)C(=O)O | ? | -9% | -1% | -3 | -1% | 19% | 6% | 0% | 3%[57.1 µM]
O=[N+]([O-])c1cnn2cc(Br)cnc12 | -9% | 29% | -5% | -6 | 0% | 17% | -15% | -3% | -14%
COc1ccc(Cl)cc1NC(=O)c1cccc(-n2cnnn2)c1 | -15% | -7% | -2% | -6 | 0% | 2% | 8% | 3% | 14%
COC(=O)c1ccc(N=NNc2cccc(Br)c2)cc1 | -19% | -5% | -14% | -5 | -8% | 2% | -5%[57.1 µM] | -15% | -6%[57.1 µM]
CCOc1ccc(NC(=O)c2nc(SCC)ncc2Cl)cc1 | ? | 21% | -3% | -7 | -3% | -3% | 0%[57.1 µM] | -6% | 8%[57.1 µM]
CNC(=S)NNC(=O)CSCc1c(Cl)cccc1Cl | 3% | -54% | 2% | -4 | 0% | 3% | -19%[57.1 µM] | -13% | 2%[57.1 µM]
CCOC(=O)N1CCN(S(=O)(=O)c2ccc(C)c([N+](=O)[O-])c2)CC1 | -14% | ? | 0% | -2 | 1% | -2% | 6%[57.1 µM] | 1% | 16%[57.1 µM]
O=C(Nc1ccc2c(c1)OCO2)c1cc(-c2cccc(O)c2)on1 | ? | -36% | -8% | 13&16 | 10% | 9% | 6% | -3% | 11%
O=C(CCCc1nc(-c2ccc(Cl)cc2)no1)N1CCOCC1 | 3% | -16% | -1% | -2 | -2% | 4% | -9% | -4% | -3%
CCCNC(=O)c1ccc(C)c(NC(=O)C2=C(C)OCCS2)c1 | -27% | -18%[56.9 µM] | -11% | -5 | -4% | -15% | 2% | -20% | 18%
COCCOC(=O)c1c(C)oc2ccc(OC(=O)c3c(OC)cccc3OC)cc12 | -15% | 0%[56.9 µM] | -4% | -2 | -6% | 5% | 5% | 1% | 16%
Cc1cc(C(=O)NNC(=S)NCc2ccccc2)no1 | -3% | 20% | 1% | -14 | -1% | -7% | -12% | -12% | -20%
NC(=O)c1nccc2ccccc12 | -18% | -26% | -1% | -3 | -4% | -2% | -3% | 6% | -8%
CCOc1cccc2sc(N3CCN(C(=O)C4CC4)CC3)nc12 | ? | ? | 5% | 12 | -4% | 0% | 1%[57.1 µM] | -5% | 16%[57.1 µM]
Cc1c(-c2ccccc2)oc2c(C(=O)OCC(=O)Nc3ccc(C(N)=O)cc3)cccc2c1=O | -9% | -51% | 1% | -1&5 | -3% | 0% | -2% | 1% | 11%
CCOc1ccc(S(=O)(=O)NCc2nc3cccnc3n2Cc2ccccc2OC)cc1 | -14% | ? | -3% | 5 | -1% | 10% | 1%[57.1 µM] | 0% | 22%[57.1 µM]
CSCCC(NC(=O)c1ccc([N+](=O)[O-])cc1Cl)C(=O)OCC(=O)C12CC3CC(CC(C3)C1)C2 (stereo not drawn) | -23% | 30% | -1% | -3 | 4% | -4% | 3% | 4% | 18%
Nc1nonc1-c1nc2ccccc2n1CC(=O)Nc1cccc(Cl)c1Cl | -17% | -6% | ? | -13 | -4% | -10% | -3% | 1% | 10%
CS(=O)(=O)N(CC(=O)NCC1CCCO1)c1cc(Cl)c(Cl)cc1Cl (stereo not drawn) | -9% | -7% | 1% | -4 | -2% | -8% | 0% | -1% | 15%
NS(=O)(=O)c1ccc(CCNC(=O)c2ccc(C#CC3(O)CCCCC3)cc2)cc1 | -11% | -14% | -6% | -6 | -8% | -16% | -5% | 2% | 0%
O=C(CSc1nc2ccccc2[nH]1)NCc1ccc2c(c1)OCO2 | -18% | -19% | -1% | -1 | 0% | 10% | -10% | -12% | -8%
Cc1ccccc1N1CC(C(=O)O)CC1=O (stereo not drawn) | -4% | -5% | 4% | 1 | -4% | 11% | 2% | 10% | 18%
O=S(=O)(Nc1nccs1)c1ccc(F)cc1 | -4% | 24% | -4% | -9 | -1% | 0% | 4% | 3% | 37%[activator]
CCOC(=O)c1cc2sccc2n1CC(=O)N1c2ccccc2CC1C (stereo not drawn) | -20% | 11% | 2% | -11 | -2% | -10% | 58%[activator] | ? | 41%[activator]

Single records, as listed above:
COc1ccc(Cl)cc1NC(=O)c1cccc(-n2cnnn2)c1 is entered as USP1 inh = -15%; RGS4 inh = -7%; Vif-A3G inh = -2%; LDHA block = -6; GRP78 ERSR act = 0%; IDH1 R132H inh = 2%; TrxR1 substrate = 8%; Vif-A3F inh = 3%; TrxR1 inh = 14%
CS(=O)(=O)N(CC(=O)NCC1CCCO1)c1cc(Cl)c(Cl)cc1Cl (stereo not drawn) is entered as USP1 inh = -9%; RGS4 inh = -7%; Vif-A3G inh = 1%; LDHA block = -4; GRP78 ERSR act = -2%; IDH1 R132H inh = -8%; TrxR1 substrate = 0%; Vif-A3F inh = -1%; TrxR1 inh = 15%
